TDP1 cell noCPT – qHTS for Inhibitors of human tyrosyl-DNA phosphodiesterase 1 (TDP1): qHTS in cells in absence of CPT; AID 686978, 2013; DT40 Tdp1-/- hTDP1 cells, no CPT, ATP luminescence, 48 h; hit rate 15% among 420,000; Potency, µM (top dose mostly 46.2 µM), without a hit: at the highest dose activity change, negative = growth inhibition, usual class: inhibitors; further: nearly all actives have a fitted effect of over 55% in size
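A cellular qHTS used chicken DT40 cells lacking endogenous Tdp1 but carrying stably transfected human TDP1. Compounds were applied without camptothecin, and cell growth kinetics were judged by ATP-dependent luminescence after ≥48 hr.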
TDP1 cell CPT – DT40-hTDP1 cell growth loss with CPT | chicken DT40 Tdp1-/-;hTDP1 cells + 20 nM CPT, ATP luminescence, 48 h | Potency, µM (top dose mostly 46.2 µM), inactives show at the top dose activity change, negative = growth inhibition, usual class: inhibitors | hit rate 12% among 420,000; further: nearly all actives have a fitted effect of over 55% in size
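Cell growth measured by CellTiter-Glo luminescence after a minimum 48 h, 37 C compound exposure with 20 nM CPT in Tdp1-knockout DT40 cells stably expressing hTDP1, seeded 400/well; qHTS titration format.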
TDP1 inh – inhibitors of human tyrosyl-DNA phosphodiesterase TDP1 | Q9NUW8 | recombinant TDP1, AlphaScreen DNA substrate cleavage | Potency, µM (top dose mostly 130 µM), for inactives: top-dose activity change, negative = inhibition, hits mostly inhibitors | hit rate 0.28% among 350,000 | AID 485290; further: nearly all actives have a fitted effect of over 40% in size
Target sequence (Q9NUW8 whole entry, looked up): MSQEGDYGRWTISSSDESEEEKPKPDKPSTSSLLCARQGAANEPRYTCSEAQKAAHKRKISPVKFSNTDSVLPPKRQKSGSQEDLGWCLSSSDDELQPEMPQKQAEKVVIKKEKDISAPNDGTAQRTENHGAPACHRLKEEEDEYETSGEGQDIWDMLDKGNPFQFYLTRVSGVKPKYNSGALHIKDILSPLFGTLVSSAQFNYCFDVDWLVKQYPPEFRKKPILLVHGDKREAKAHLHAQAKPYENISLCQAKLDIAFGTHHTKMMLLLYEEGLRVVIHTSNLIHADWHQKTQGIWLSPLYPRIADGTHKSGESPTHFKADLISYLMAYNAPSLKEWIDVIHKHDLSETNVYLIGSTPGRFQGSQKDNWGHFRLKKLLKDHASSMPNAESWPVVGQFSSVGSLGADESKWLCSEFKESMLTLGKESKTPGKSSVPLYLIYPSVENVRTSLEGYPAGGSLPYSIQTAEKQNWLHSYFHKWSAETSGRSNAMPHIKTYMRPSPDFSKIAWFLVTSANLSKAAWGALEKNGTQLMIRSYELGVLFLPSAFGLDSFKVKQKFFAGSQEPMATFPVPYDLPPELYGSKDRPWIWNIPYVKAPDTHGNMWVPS
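Recombinant human Tdp1 (E. coli-expressed, 1 nM final) preincubated with compounds 15 min at room temperature, then 5'-biotin/3'-phosphotyrosine-FITC DNA substrate (15 nM final) added for 5 min. AlphaScreen beads (10 ug/ml final) added 10 min; cleavage lowers signal.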
Active calls of the source: *; ? = inconclusive; nt = not tested or not shown; & = joins results of further samples; [ ] = another dose, or the depositor's remark. The call rests on the fitted dose curve; in most records, active means well fitted curve in the direction sought with a large enough effect; inconclusive means small, poorly fitted or top-dose-only effect, or another doubt; inactive means no such curve, though single readings can be large; an effect the other way counts as inactive or inconclusive. On the % scale 0 is the no-effect control and ±100 the full control effect; potency means the concentration at half of the fitted maximal effect. Not a hit list, and some 18% of all compounds hit somewhere here.

(1) COc1cccc(-c2cnc3c(NC=O)cc(-c4ccncc4)cn23)c1
(2) COCC(=O)Nc1ccc2c(c1)[C@@H]1C[C@H](CC(=O)NCc3cccc(F)c3)O[C@@H](CO)[C@@H]1O2
(3) O=c1c2c3c(sc2n(CCN2CCCCC2)c(=O)n1Cc1ccco1)CCCCC3
(4) CS(=O)(=O)N(Cc1ccccc1)c1ccc(C(=O)NN=C2CCCCCC2)cc1
(5) COc1ccc(N=C2SCC(c3ccc([N+](=O)[O-])cc3)=NN2CCO)cc1
(6) O=C(CSc1nc2ccccc2o1)NC(=O)NCc1ccccc1
(7) COC(=O)c1ccc(OCC(O)CN2CCN(CC(O)COc3ccc(C(=O)OC)cc3)CC2)cc1 (stereo not given)
(8) Cc1ccc(C(=O)Nc2nnc([C@H]3C[C@H](O)[C@@H](CO)O3)s2)cc1
(9) S=c1[nH]nc2sc3ccccc3n12
(10) O=C(NC1CCCCCC1)c1ccc(Cl)c(S(=O)(=O)N2CCOCC2)c1
assay / compound	1	2	3	4	5	6	7	8	9	10
TDP1 cell noCPT	4.6µM*	-19%	18µM*	-12%	?	-18%	?	-9%	-19%	29µM*
TDP1 cell CPT	18µM*	-23%	13µM*	-5%	-12%	-12%	?	-2%	-17%	?
TDP1 inh	nt	nt	9%	8%	11%	6%	nt	nt	nt	nt

(11) CC1(C(=O)Nc2ccc3c(c2)OCCO3)CN(S(C)(=O)=O)CC(=O)N1CCc1ccc(O)cc1 (stereo not given)
(12) COc1cc(NC(=O)C23CC4CC(C2)CC(n2nnc(C)n2)(C4)C3)c(OC)cc1Cl
(13) COC(=O)CNC(=O)C(Cc1c[nH]c2ccccc12)NC(=O)OC(C)(C)C (stereo not given)
(14) Cn1cccc1/C=C1\SC(=Nc2cccc(O)c2)NC1=O
(15) COC(=O)C1=C(C)NC(C)=C(C(=O)OC)C1C(=O)OCC(=O)Nc1ccc(C(C)=O)cc1
(16) O=c1[nH]nc(-c2ccc(OCc3ccc(Cl)cc3Cl)cc2)o1
(17) COc1ccc(OC)c(CNC(=O)C2CCN(S(=O)(=O)N3CCC(C)CC3)CC2)c1
(18) O=C(NNS(=O)(=O)c1ccccc1)c1cccc(F)c1
(19) O=C1CN(C(=O)COC(=O)Cc2ccccc2F)c2ccccc2N1
(20) CCn1c(=O)c(C(C)=O)nc2ccccc21
assay / compound	11	12	13	14	15	16	17	18	19	20
TDP1 cell noCPT	1%	0%	-16%	21µM*	0%	21%	-2%	-20%	-8%	-10%
TDP1 cell CPT	0%	6%	0%	21µM*	8%	-4%	-18%	4%	-1%	-9%
TDP1 inh	nt	5%	4%	10%	3%	nt	3%	nt	nt	2%

(21) Oc1cc(-c2ccccc2)c2ccccc2c1
(22) CCN1C(=O)[C@H]2[C@H]3CN=C(SCC4CC4)N3[C@@](CC)(C(=O)OC)[C@H]2C1=O
(23) O=C(N/N=C1/CCS(=O)(=O)c2ccc(F)cc21)c1ccccn1
(24) Fc1ccc(-c2nc3ccc(Br)cn3c2Cc2ccccc2)cc1
(25) C/C(=N\NC(=O)c1ccc(NS(=O)(=O)c2cccs2)cc1)c1cccs1
(26) CCOC(=O)c1ccc(N2C(=O)c3n[nH]c(C)c3C2c2ccccc2)cc1 (stereo not given)
(27) Cc1cc2sc(NC(=O)c3ccco3)nc2cc1Cl
(28) CS(=O)(=O)c1cc(N2CCOCC2)ccc1CNC[C@H]1O[C@@H](n2cnc3c(=O)[nH]c(N)nc32)[C@H](O)[C@@H]1O
(29) CCCCc1cc(=O)oc2c(CN(CC)CC)c(O)c(Cl)cc12
(30) O=C1CSC(c2ccccc2)N1Nc1nc(N2CCOCC2)nc(N2CCOCC2)n1 (stereo not given)
assay / compound	21	22	23	24	25	26	27	28	29	30
TDP1 cell noCPT	?	-6%	8%	?	-15%	-24%	-21%	32%[activator]	?	?
TDP1 cell CPT	18µM*	1%	11%	?	18%	-16%	?	9%	11%	-6%
TDP1 inh	3%	0%[56.1 µM]	8%	nt	-3%	8%	2%	nt	2%	3%

(31) CCCC(=O)Nc1ccc2c(c1)nc1n2CCSC1
(32) FC(F)Oc1ccc(NC(=S)NCc2ccccc2)cc1
(33) Cc1ccc(-c2cc(C(=O)Nc3nn[nH]n3)c3ccccc3n2)cc1
(34) CCOc1ccccc1N(CC(=O)Nc1ccccc1)S(=O)(=O)c1ccccc1
(35) O=C(c1ccco1)N1CCN(C(=O)N2CCCC2)CC1
(36) O=C(NCC1COc2ccccc2O1)c1cccc(S(=O)(=O)N2CCOCC2)c1 (stereo not given)
(37) CCc1nnc(NS(=O)(=O)c2ccc(N/C=C\C(=O)c3cccc4ccccc34)cc2)s1
(38) CCOC(=O)C1CN(S(=O)(=O)c2ccccc2)C1
(39) Cc1ccc2cccc(Oc3nnnn3-c3ccccc3)c2n1
(40) Cc1cc(C(F)(F)F)nn2cnnc12
assay / compound	31	32	33	34	35	36	37	38	39	40
TDP1 cell noCPT	-2%	?	-21%	26µM*	3%	-21%	?	-3%	-28%	5%
TDP1 cell CPT	-1%	-27%	?	?	-2%	?	?	-10%	-16%	-4%
TDP1 inh	-3%	0%	6%	nt	0%	1%[56.1 µM]	6%	-1%	5%	6%

(41) CCC(C(=O)N1CCC(N2CCCCC2)CC1)n1nc(C)c2sc3ccccc3c2c1=O (stereo not given)
(42) CCOc1ccc(Br)cc1S(=O)(=O)Nc1cccc(S(=O)(=O)N(CC)CC)c1
(43) O=C(NC1CCCC1)C(c1ccsc1)N(CCc1ccccc1)C(=O)Cc1cccs1 (stereo not given)
(44) CCCc1cc(=O)oc2cc(C)c3c(-c4ccccc4)c(C)oc3c12
(45) CCNC(=S)Nc1ccc2c(c1)c(=O)n(C)n2-c1cc(C)cc(C)c1
(46) CC(C)C1C(=O)N(Cc2cn(Cc3ccco3)nn2)CCS(=O)(=O)N1Cc1ccc(-c2ccc(F)nc2)cc1 (stereo not given)
(47) O=C(NCCc1ccccc1)c1sc2ncccc2c1-n1cccc1
(48) COc1cc(OC)c(OC)cc1/C=N/NC(=O)c1ccc(=O)n(C)c1
(49) Cc1cccn2c(=O)c(/C=N/O)c(N3CCCC3)nc12
(50) COc1ccc2c(c1)CC/C(=C/c1ccco1)C2=O
assay / compound	41	42	43	44	45	46	47	48	49	50
TDP1 cell noCPT	-27%	2%	?	?	?	-20%	?	-23%	-3%	-25%
TDP1 cell CPT	-19%	9%	?	?	?	-8%	26µM*	-21%	-7%	-2%
TDP1 inh	3%	3%	0%	nt	nt	nt	8%	2%	6%	0%

(51) O=C(NCCS(=O)(=O)N1CCN(c2ccccc2F)CC1)C1CC(=O)N(c2ccc(F)cc2)C1 (stereo not given)
(52) CCOC(=O)c1sc(NCc2ccco2)c(-c2nc3ccccc3s2)c1N
(53) COc1ccc(OC)c(Nc2ncnc3sccc23)c1
(54) Cc1nc2cc(Nc3ccncc3)ccc2s1
(55) Cn1ccs/c1=N\S(=O)(=O)c1ccc(Br)cc1
(56) COc1ccc(N(C)C(=O)C2CCN(S(=O)(=O)c3cccc4nsnc34)CC2)cc1
(57) COC(=O)c1cccc(NC(=O)CCNC(=O)c2ccc([N+](=O)[O-])cc2)c1
(58) O=C1c2ccccc2S(=O)N1c1cccc(F)c1 (stereo not given)
(59) O=C(c1cc(F)cc2c1OCOC2)N1CCN(c2ccc(F)cc2)CC1
(60) Cc1cc(Cl)c(S(=O)(=O)N2CCCC2)cc1OCC(=O)NC1CCCCC1
assay / compound	51	52	53	54	55	56	57	58	59	60
TDP1 cell noCPT	-9%&-13%	?	?	?	-1%	?	-10%	-28%	-12%	18µM*
TDP1 cell CPT	-11%&-21%	-28%	-9%	-11%	0%	-8%	-2%	-20%	12%	15µM*
TDP1 inh	0%&5%	6%	nt	5%	4%	3%	6%	nt	0%	4%

Values in list order from the list:
TDP1 cell CPT, compounds 51 to 60, in order: -11%&-21%, -28%, -9%, -11%, 0%, -8%, -2%, -20%, 12%, 15µM*
TDP1 inh, compounds 51 to 60, in order: 0%&5%, 6%, nt, 5%, 4%, 3%, 6%, nt, 0%, 4%
TDP1 cell noCPT, compounds 51 to 60, in order: -9%&-13%, ?, ?, ?, -1%, ?, -10%, -28%, -12%, 18µM*

(listing goes on)
(61) O=C(Cn1cc(Cl)c([N+](=O)[O-])n1)NCCC1=CCCCC1
(62) Cc1ccc(CS(=O)Cc2ccc(C(=O)NCc3ccc4c(c3)OCO4)o2)cc1 (stereo not given)
(63) O=c1oc2ccccc2c(Nc2ccc(O)cc2)c1[N+](=O)[O-]
(64) CCN(CC)CC#Cc1ccc(C)cc1
(65) Nc1nonc1-n1nnc(C(=O)N/N=C/c2c(F)cccc2Cl)c1-c1ccc2c(c1)OCO2
(66) O=C(Cc1c(F)cccc1Cl)N1CCCC1
(67) Cc1cc(=O)n2nc(-c3ccccc3)sc2c1C#N
(68) Cn1cc(CN(CCO)Cc2cccs2)c(-c2ccccc2F)n1
(69) CCc1nnc(NC(=O)CSc2nnc(Cc3ccc(OC)cc3)o2)s1
(70) COc1ccc(/C=N/OCC(=O)OCC(=O)N(C)c2ccccc2)cc1
assay / compound	61	62	63	64	65	66	67	68	69	70
TDP1 cell noCPT	-17%	-7%	-15%	-24%	-22%	14%	?	2%	-6%	2%
TDP1 cell CPT	6%	?	?	4%	-7%	-2%	?	-20%	-4%	-1%
TDP1 inh	nt	3%	0%	nt	0%	3%	0%	-8%	0%	-1%

An excerpt of these results, with values under each structure:
Sequence of screens: TDP1 cell noCPT	TDP1 cell CPT	TDP1 inh
63	O=c1oc2ccccc2c(Nc2ccc(O)cc2)c1[N+](=O)[O-]
  -15%	?	0%
66	O=C(Cc1c(F)cccc1Cl)N1CCCC1
  14%	-2%	3%
68	Cn1cc(CN(CCO)Cc2cccs2)c(-c2ccccc2F)n1
  2%	-20%	-8%
70	COc1ccc(/C=N/OCC(=O)OCC(=O)N(C)c2ccccc2)cc1
  2%	-1%	-1%
65	Nc1nonc1-n1nnc(C(=O)N/N=C/c2c(F)cccc2Cl)c1-c1ccc2c(c1)OCO2
  -22%	-7%	0%
67	Cc1cc(=O)n2nc(-c3ccccc3)sc2c1C#N
  ?	?	0%
69	CCc1nnc(NC(=O)CSc2nnc(Cc3ccc(OC)cc3)o2)s1
  -6%	-4%	0%

(more compounds)
(71) CN(C(=O)CSc1nc2ccc(NC(=O)CCc3ccccc3)cc2s1)c1ccccc1
(72) CC(C)C12CN3CCN(CC(C3)/C1=N\NC(=O)Nc1ccccc1)C2
(73) COc1ccc([C@H]2CC(=O)C=C(c3cc(OC)ccc3OC)C2)cc1
(74) Clc1ccc(-n2nnnc2-c2ccccc2)cc1
(75) COc1cccc(NC(=O)c2ccccc2N2C(=O)C3C4C=CC(C5CC45)C3C2=O)c1 (stereo not given)
(76) O=C(O)[C@H](Cc1ccccc1)NC(=O)N1CCCCCC1
(77) COc1ccccc1C(=O)N/N=C/c1ccc(Cl)s1
(78) CSc1ncccc1C(=O)OCC(=O)c1ccccc1
(79) CC(C)C(=O)Nc1ccc(Br)cc1Cl
assay / compound	71	72	73	74	75	76	77	78	79
TDP1 cell noCPT	15µM*	-8%	15µM*	-10%	-1%	6%	-19%	3%	-18%
TDP1 cell CPT	18µM*	-8%	13µM*	-15%	-20%	-1%	-16%	4%	12%
TDP1 inh	6%	0%	2%	-1%	-3%	nt	1%	0%	8%

Bioassay records as filed in PubChem BioAssay.
